M4 PAM: positive allosteric modulators of human muscarinic M4 receptor | activation, % at 3 µM | 360,000 compounds, 0.4% hits | CHO-K1 hM4/Gqi5, Fluo-8 calcium fluorescence, ACh EC20; 0% = ACh EC20, 100% = maximal ACh | AID 624126;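 active means activation above its plate's cutoff, the mean activation of sample wells plus 3 SD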; further: some results filed as inactive read as strong as hits
TAAR1 agonist: agonists of human TAAR1; Q96RJ0; CHO RD-HGA16 TAAR1, Fluo-8 calcium fluorescence; vehicle wells 0%, saturating PEA agonist 100%; activation, % at 3 µM; 360,000 compounds, 0.99% hits; AID 624467;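 active means activation above the mean activation of all test compounds in the run plus 3 SD, cut at about 38% in these data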
Target sequence (Q96RJ0 whole entry, looked up): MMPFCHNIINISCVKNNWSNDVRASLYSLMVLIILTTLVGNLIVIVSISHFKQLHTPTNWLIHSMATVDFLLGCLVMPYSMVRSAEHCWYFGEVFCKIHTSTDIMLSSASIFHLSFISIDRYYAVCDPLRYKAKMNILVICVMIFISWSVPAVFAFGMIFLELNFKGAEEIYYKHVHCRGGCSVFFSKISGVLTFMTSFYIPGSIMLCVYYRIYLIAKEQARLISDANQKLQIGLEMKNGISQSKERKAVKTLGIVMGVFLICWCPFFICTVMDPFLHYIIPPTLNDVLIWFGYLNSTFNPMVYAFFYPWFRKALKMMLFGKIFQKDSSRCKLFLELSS
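test system = CHO RD-HGA16 cells carrying human TAAR1 plus Gα16 | schedule = 17-24 h seeding, 75 min 37 °C dye, 30 min RT | compound dosing = 3 µM single concentration | control set = DMSO and PEA EC100 | replicates = n 1 | signal = Fluo-8 fluorescence, 5 s baseline then 140 s kinetic read | measure = percent activation vs PEA EC100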
M1 PAM parental: nonselective activator or artifact in parental CHO-K1 calcium assay; ATP EC20, Fluo-8 calcium fluorescence; 0% at ATP EC20, 100% at ATP max; activation, % at 3 µM; AID 602247; 360,000 compounds, 0.02% hits;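 active means activation above the run cutoff, the mean activation of all test compounds plus 3 SD, cut at about 40% in these data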;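 further: peak over basal fluorescence ratio in a 140 s read after ATP addition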
CRFR2-BP ag: agonists of human CRF-binding protein/CRF-R2 receptor complex | activation, % at 13.2 µM | HEK293 CRF-R2/CRF-BP, calcium dye fluorescence (FLIPR); percent of saturating CRF peptide response | 350,000 compounds, 0.46% hits;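 active means activation of at least 50%, plus an integration ratio under a set limit after plate pattern correction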;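 further: plate controls were neutral control wells without compound for no effect and CRF at EC100 for full effect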
TAAR1 antag: human TAAR1 antagonism; Q96RJ0; CHO RD-HGA16 TAAR1, Fluo-8 calcium fluorescence, antagonist; inhibition, % at 3 µM; 360,000 compounds, 1.5% hits;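 active means inhibition above a per-plate cutoff, the mean inhibition of test compounds on that plate plus 3 SD, cut at about 49% in these data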;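 further: 0% = DMSO plus EC80 beta-PEA response and 100% = DMSO alone without agonist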
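Assay system: RD-HGA16 CHO cells with stable hTAAR1 and Gα16 / Reagent: EC80 β-phenethylamine stimulus / Doses: 3 µM, single point / Timing: dye loading 75 min at 37 °C, then 30 min room temperature / Measured by: Fluo-8 intracellular calcium dye fluorescence, real-time kinetic reads / Controls: vehicle wells and EC80 agonist wells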
CRFR2-BP antag: antagonists of CRF-binding protein/CRF-R2 receptor complex; HEK293 CRF-R2/CRF-BP, CRF-induced calcium fluorescence; 350,000 compounds, 0.59% hits; AID 588475; inhibition, % at 11.8 µM;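 active means inhibition of the ligand-induced calcium signal above about 50% at the single tested concentration, limit read from the data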
M5 PAM: positive allosteric modulators of human muscarinic M5 receptor. CHO-K1 hM5, Fluo-8 calcium, ACh EC20 PAM; 0% = ACh EC20, 100% = ACh EC100. 360,000 compounds, 0.3% hits. AID 624038. activation, % at 3 µM. P08912;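 active means activation above the run cutoff, the mean activation of all test compounds plus 3 SD, cut at about 18% in these data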
Target sequence (P08912 whole entry, looked up): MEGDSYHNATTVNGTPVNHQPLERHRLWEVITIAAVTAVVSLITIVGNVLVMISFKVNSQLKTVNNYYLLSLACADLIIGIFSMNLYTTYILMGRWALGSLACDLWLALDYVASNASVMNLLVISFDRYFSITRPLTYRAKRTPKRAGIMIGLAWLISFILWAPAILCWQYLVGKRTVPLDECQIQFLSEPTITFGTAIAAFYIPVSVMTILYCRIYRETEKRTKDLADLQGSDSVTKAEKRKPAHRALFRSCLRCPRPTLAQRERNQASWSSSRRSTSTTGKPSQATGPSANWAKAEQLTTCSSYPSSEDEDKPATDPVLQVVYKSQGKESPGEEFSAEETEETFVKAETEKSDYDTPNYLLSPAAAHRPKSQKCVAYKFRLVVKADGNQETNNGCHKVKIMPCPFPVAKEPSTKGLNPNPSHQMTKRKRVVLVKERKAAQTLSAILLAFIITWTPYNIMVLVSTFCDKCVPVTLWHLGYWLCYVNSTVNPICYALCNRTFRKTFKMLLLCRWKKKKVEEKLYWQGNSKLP
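Test system: CHO-K1 hM5 cells / Doses: single-point, 3 µM nominal / Times: Post-acetylcholine fluorescence recording 140 s / Technique: Fluo-8 calcium fluorescence / Measure: Max/basal fluorescence ratio as % of EC20–EC100 ACh window / Benchmarks: low control EC20 acetylcholine (0%), high control EC100 acetylcholine (100%) / Replicates: one well per compound, no replicates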
CHRM5 antagonist: CHRM5 antagonism in calcium assay | P08912 | CHO-hM5 cells, Fluo-8 calcium fluorescence, ACh EC80 | inhibition, % at 3 µM | 360,000 compounds, 0.59% hits;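 active means inhibition above a per-plate cutoff, the mean of that plate's test compounds plus 3 SD, cut at about 27% in these data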;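 further: 0% = acetylcholine EC80 with DMSO and 100% = DMSO without agonist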
M5 ag: agonists of human muscarinic M5 receptor (CHRM5); 360,000 compounds, 0.19% hits; CHO-K1 hM5 cells, Fluo-8 calcium fluorescence; 0% DMSO wells, 100% maximal acetylcholine response; activation, % at 3 µM; P08912;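 active means activation above the run's mean over test compounds plus 3 SD, cut at about 23% in these data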;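 further: signal is peak over basal fluorescence ratio across the kinetic read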
Active calls of the source: *; nt = not tested or not shown.

Sample of the layout, 4 compounds:
SMILES	M4 PAM	TAAR1 agonist	M1 PAM parental	CRFR2-BP ag	TAAR1 antag	CRFR2-BP antag	M5 PAM	CHRM5 antagonist	M5 ag
COc1c(C)cc(C(=O)C2CCCN(C(=O)c3ccc4[nH]ccc4c3)C2)cc1C (stereo not given)	-7	-1	-1	-1.0	-60	31	-3	10	1
COc1ccccc1C(=O)N/C(=C\c1cn(S(=O)(=O)N(C)C)c2ccccc12)C(=O)N1CCCCC1	0	4	25	-0.7	-5	14	-5	17	0
CCSc1nc2ccccc2n1C(=O)Oc1ccccc1	-3	9	-9	-2.0	2	18	0	2	0
Cc1cc(NCCCN)nc(-c2ccccc2O)n1	8	2	16	1.5	24	2	1	-1	-2

Results, from the start:
SMILES	M4 PAM	TAAR1 agonist	M1 PAM parental	CRFR2-BP ag	TAAR1 antag	CRFR2-BP antag	M5 PAM	CHRM5 antagonist	M5 ag
COc1c(C)cc(C(=O)C2CCCN(C(=O)c3ccc4[nH]ccc4c3)C2)cc1C (stereo not given)	-7	-1	-1	-1.0	-60	31	-3	10	1
COc1ccccc1C(=O)N/C(=C\c1cn(S(=O)(=O)N(C)C)c2ccccc12)C(=O)N1CCCCC1	0	4	25	-0.7	-5	14	-5	17	0
CCSc1nc2ccccc2n1C(=O)Oc1ccccc1	-3	9	-9	-2.0	2	18	0	2	0
Cc1cc(NCCCN)nc(-c2ccccc2O)n1	8	2	16	1.5	24	2	1	-1	-2
CCCC(=O)C1=C(N2CCCC2)CC(C)(C)C(C(=O)OC)C1=O (stereo not given)	-29	-1	7	-0.1	9	-6	-17	11	2
Cc1ccc(C2=NOC(c3nnc(-c4ccccc4)o3)C2)cc1 (stereo not given)	3	16	30	-1.9	1	-4	9	8	-3
Cc1ccnc(NC(=O)CNC(=O)c2ccco2)c1	4	1	-22	-1.2	-10	6	8	-4	-3
Cc1cc(C(=O)OCC(N)=O)c(C)n1-c1ccccc1	5	-1	9	-2.6	-16	0	3	0	2
Cc1c(C(=O)O)cccc1-c1ccc(/C=C2/NC(=O)N(c3ccccc3)C2=O)o1	6	8	30	-0.4	-30	-36	9	9	7
CCOc1cc(/C=C2/NC(=O)N(CC(=O)OC)C2=O)ccc1O	7	3	14	-0.3	16	-4	-2	-2	1
COc1ccccc1CNC(=O)C1CCC(CNC(=O)[C@@H]2Cc3ccccc3CN2)CC1 (stereo not given in full)	-4	5	1	-0.7	-9	2	-6	13	-11
CCOC(=O)CSc1nnc(NC(=O)CN2CCN(C=O)CC2)s1	-1	0	-5	0.3	-6	0	-2	2	-2
CN(C)CCN(C(=O)CCc1ccccc1)c1nc2c(F)cc(F)cc2s1	1	4	9	0.3	-45	-16	7	3	-4
Cc1nc(C)c(-c2ccc(SCc3ccc([N+](=O)[O-])cc3)nn2)s1	-10	-2	12	-2.2	1	17	1	3	-4
COc1ccccc1OCCCCN1CCN(C(c2ccccc2)c2ccccc2)CC1	-38	12	9	-1.9	6	-45	-20	22	-7
CC(C)c1ccc(NC(=O)Cn2nnc(C(=O)NCc3ccco3)c2N)cc1	5	2	-1	3.5	-1	2	-3	-5	-3
CC(C)C(=O)Nc1ccc(NC(=O)c2ccccc2Cl)nc1	1	10	-7	1.0	-6	4	-13	6	-6
COc1ccccc1C(=O)Nc1ccccc1C(=O)N1C(C)CCCC1C (stereo not given)	10	-2	25	0.4	-12	-2	1	-1	-4
Cc1ccc(NC(=O)CCOc2ccccc2C)cc1C	0	-4	8	1.4	-6	-4	-2	10	-5
COC(=O)c1ccc(S(=O)(=O)N2CCCN(Cc3ccc(F)cc3)CC2)n1C	-10	2	-8	1.5	-19	-7	3	11	-2

4 entries drawn at random from the list so far, as already listed:
SMILES	M4 PAM	TAAR1 agonist	M1 PAM parental	CRFR2-BP ag	TAAR1 antag	CRFR2-BP antag	M5 PAM	CHRM5 antagonist	M5 ag
CN(C)CCN(C(=O)CCc1ccccc1)c1nc2c(F)cc(F)cc2s1	1	4	9	0.3	-45	-16	7	3	-4
COc1ccccc1CNC(=O)C1CCC(CNC(=O)[C@@H]2Cc3ccccc3CN2)CC1 (stereo not given in full)	-4	5	1	-0.7	-9	2	-6	13	-11
Cc1nc(C)c(-c2ccc(SCc3ccc([N+](=O)[O-])cc3)nn2)s1	-10	-2	12	-2.2	1	17	1	3	-4
CCSc1nc2ccccc2n1C(=O)Oc1ccccc1	-3	9	-9	-2.0	2	18	0	2	0

Next section.
SMILES	M4 PAM	TAAR1 agonist	M1 PAM parental	CRFR2-BP ag	TAAR1 antag	CRFR2-BP antag	M5 PAM	CHRM5 antagonist	M5 ag
COc1cccc(C(=O)Nc2nnc(-c3ccc(OC)cc3OC)s2)c1	-5	-1	11	1.9	5	-11	-3	14	-1
Cc1nn(CC(=O)N(C)C2(C#N)CCCCC2)c(C)c1[N+](=O)[O-]	3	0	-2	111*	23	-75	-8	13	-3
CN(Cc1cccs1)C(=O)Cn1cnc2cc([N+](=O)[O-])ccc2c1=O	-4	6	-21	2.6	3	-4	-8	10	1
CC(=O)N/C(=C\c1ccc(F)cc1)C(=O)NC(Cc1c[nH]c2ccccc12)C(=O)O (stereo not given)	-7	1	18	-3.3	5	9	0	9	1
Cc1c(C(=O)O)sc2nc3n(c(=O)c12)CCC3	16	3	24	-3.2	-1	-21	10	-1	-1
Cc1nn(C)c(C(=O)N/N=C/c2ccncc2)c1Cl	-4	0	8	4.5	-10	17	4	-2	-2
COC(=O)Cc1[nH]nc2c1C(c1cccc(OC)c1OC)C(C#N)=C(N)O2 (stereo not given)	0	5	5	0.6	-8	-4	11	15	-1
CC(=O)c1c(C)[nH]c(C(=O)Nc2ccccc2N2CCOCC2)c1C	9	4	3	-1.6	5	-12	0	3	1
CC1CCCCC1NC(=O)c1cc(=O)[nH]c2ccccc12 (stereo not given)	9	3	1	0.3	-5	11	0	-1	1
COc1ccccc1N(C(=O)CNC(=O)c1ccco1)C(C(=O)NC1CCCC1)c1ccncc1 (stereo not given)	0	12	9	0.0	4	-2	1	-3	-5
N=C1C(c2nc3ccccc3s2)=C(O)CN1c1ccccc1	10	4	28	-0.3	-13	-3	4	0	-1
CCN(CC(=O)Nc1c(F)cccc1F)C(=O)c1ccc(=O)[nH]c1	6	0	-11	-0.4	-22	4	-3	7	-4
O=c1cc(O)nc[nH]1	-7	0	-19	2.7	-2	-21	9	-17	6
C/C=C/c1ccc(OCC(O)CN(C)Cc2ccc(SC)cc2)c(OC)c1 (stereo not given)	-5	0	8	-1.3	-18	-30	-1	-5	-4
c1ccc(CN(Cc2cccs2)C(c2cccs2)c2nnnn2C2CCCC2)cc1 (stereo not given)	2	2	10	9.7	-1	-6	-3	4	-4
OCCN1CCOCCN(CCO)CCOCC1	3	4	0	2.1	-3	-7	-6	11	4
O=C(N/C(=C\c1ccco1)C(=O)N1CCCC1CO)c1ccccc1 (stereo not given)	5	2	8	8.9	-29	-12	1	5	1
Cc1ccc(S(=O)(=O)N(Cc2ccc(C(F)(F)F)cc2)C(=O)N2CCN(C)CC2)cc1	4	2	-5	1.0	-18	-1	5	0	-1
Cc1ccccc1-c1nc(CS(=O)(=O)CC(=O)N2CCc3ccccc3C2)c(C)o1	4	45*	13	-5.2	9	12	-2	1	2
O=C(NCC1CCCO1)c1nn2c(C(F)(F)F)cc(-c3cc(Br)cs3)nc2c1Br (stereo not given)	8	2	-1	24	-5	-36	2	1	-2
CC(=O)c1cn(-c2ccc(Cl)cc2)c(=O)n(Cc2ccc(F)cc2)c1=O	4	11	11	3.3	9	-48	-14	7	-1
COc1ccc(/C=N/NC(=O)c2ccc(Cl)cc2)cc1Cn1cc(Cl)cn1	-6	0	14	-0.5	-4	-17	-6	-5	-3
Cc1ccc(NC(=O)CN(C)C(=O)Cn2ccsc2=N)cc1	-11	1	2	-1.6	-11	-5	1	16	0
CCn1c(=O)cc(N2CCCCC2)[nH]c1=O	0	7	10	-2.8	3	11	5	-3	-1
COc1cc(C(=O)NCc2ccc3[nH]c(C)cc3c2)cc(OC)c1OC	5	4	1	-2.4	6	-12	2	4	2
COc1ccccc1CNC(=O)COC(=O)c1ccncc1	13	3	4	0.6	5	-2	-3	4	-1
O=C(COC(=O)c1ccccn1)Nc1nccs1	4	6	0	-0.3	-9	26	-8	-1	0
Clc1ccc(-c2nnnn2-c2ccc(Cl)cc2)cc1	-4	2	6	-7.5	-44	28	7	3	1
CCCCn1c(=O)[nH]c(=O)c2c1nc(COc1ccc(C#N)cc1)n2CCC	12	-3	13	-1.4	0	1	-1	-1	-2
COc1cc2c(c3oc(-c4ccccc4)cc(=O)c13)C=CC(C)(C)O2	0	1	10	-0.7	27	-14	-8	4	-2
O=C(OCc1cn([C@@H]2CN(Cc3cccs3)[C@@H](c3ccc(Cl)cc3)C[C@H]2O)nn1)c1ccccc1	5	0	13	-1.3	24	15	1	0	1
COc1ccc(C(=O)NCC(=O)N2CCC(Cc3ccccc3)CC2)cc1OC	4	0	-20	-0.3	-5	12	2	1	0
Cc1ccc2c(=O)cc(C(=O)NCCc3ccc(S(N)(=O)=O)cc3)oc2c1	-1	nt	-11	0.0	nt	-4	-5	8	-3
COc1ccc(C(=O)C[n+]2cccc3cc(C)ccc32)cc1	-8	0	26	4.7	-3	4	8	5	-8
Cc1nnc(SCC(=O)Nc2ccc3c(c2)COC3=O)n1-c1ccccc1	3	1	14	1.8	-14	27	-2	-3	-1
CCCCc1sc(-c2c(C#N)c(N)nc3c2CCCCC3)cc1[N+](=O)[O-]	2	1	9	-1.9	17	-7	5	-7	1
COCCCNc1nc2c(-c3ccc(C)cc3)nnn2c2ccccc12	-8	1	-6	1.3	-3	-5	-8	12	-4
CN1C(=O)C(C)(C)c2cc(S(=O)(=O)N3CCCC(C(=O)NCc4ccc(Cl)cc4)C3)ccc21 (stereo not given)	-5	7	13	-2.3	18	5	-11	4	1

High-throughput results: PubChem, several laboratories
